Bioassay records: PubChem, National Center for Advancing Translational Sciences (NCATS)
TR SRC2 fluor cs: Texas Red fluorescence interference in TRb-SRC2 counter-screen; TRb/SRC2 Texas Red total fluorescence interference; Potency, µM (titrated, usually from 106 µM), without a hit: at the top dose fluorescence change, negative = quenching; 280,000 compounds, 0.29% hits; AID 1479; active = well fitted curve in either direction with a large enough effect; inconclusive = small, poorly fitted or top-dose-only effect; also: % is scaled to controls: 0 for no effect and ±100 for the full control effect
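Flags fluorescent or light-absorbing compounds by total fluorescence, S + 2P, at 555 nm excitation and 632 nm emission. Mixture: 20 nM Texas Red SRC2 peptide, 0.6 uM human TRb LBD, 1 uM T3, 5% DMSO; compound exposure 5 h at ambient temperature.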
Tau fibril ThT: tau fibrillization inhibition (ThT binding); P10636; recombinant tau K18 P301L, heparin-induced fibrillization, ThT fluorescence; Potency, µM (doses to about 57.4 µM), for the others: at the top dose activity, negative = inhibition, hits mostly inhibitors; 270,000 compounds, 2.1% hits; also: % is scaled to controls: 0 for no effect and ±100 for the full control effect; nearly all actives have a fitted effect of over 55% in size
Target sequence (P10636 561-689 P618L limits assumed): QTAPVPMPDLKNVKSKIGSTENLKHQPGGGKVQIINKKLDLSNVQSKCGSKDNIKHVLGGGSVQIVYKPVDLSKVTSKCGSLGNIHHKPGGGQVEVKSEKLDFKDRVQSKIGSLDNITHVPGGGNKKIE
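Using a mix of unlabeled (15 uM) and Alexa 594-labeled (0.24 uM) tau K18 P301L, heparin-triggered fibrillization over 6 hr at 37 C was scored by ThT fluorescence.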
HTT cytoprotect: protects HTT-Q103 PC12 cells, measured by ATP. 230,000 compounds, 0.14% hits. Potency, µM (series often up to 56.4 µM), without a hit: cytoprotection (ATP increase), hits mostly activators. PC12 HTT-Q103 induced, cytoprotection, ATP luminescence, 40 h. AID 1471;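 also: % of control where 0% means no effect; nearly all actives have a fitted effect of over 45% in size; toxic huntingtin expression switched on by the ecdysone agonist tebufenozide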
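PC12 cells stably carrying ecdysone-inducible Htt exon 1 (Q103)–GFP were induced with 100 nM tebufenozide (final) alongside library compounds in a dose series. Cytoprotection was scored as retained ATP by ATPlite luminescence.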
Tau FP inhib: inhibitors of human tau fibril formation; P10636; 280,000 compounds, 0.39% hits; Potency, µM (titrated, usually from 57.7 µM), inactives show at the highest dose activity, negative = inhibition, hits mostly inhibitors; K18 P301L tau heparin fibrillization, Alexa594 FP, 6 h; AID 1468; also: % is scaled to controls: 0 for no effect and ±100 for the full control effect; nearly all actives have a fitted effect of over 55% in size
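Heparin (20 uM) drove fibril formation of recombinant tau K18 P301L, 15 uM unlabeled with 0.24 uM Alexa 594 label, for 6 hr at 37 C in 100 mM sodium acetate pH 7. Fluorescence polarization (555/632 nm) read 1 hr after 30 uM ThT.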
L3MBTL1 block: L3MBTL1 (human) inhibition. Q9Y468. AlphaScreen L3MBTL1–H3K9me1 peptide binding. Potency, µM (highest dose often 57.1 µM), for inactives: top-dose activity, negative = inhibition, actives largely listed as inhibitors. 230,000 compounds, 0.66% hits. AID 485360; also: % is scaled to controls: 0 for no effect and ±100 for the full control effect; nearly all actives have a fitted effect of over 60% in size
Target sequence (Q9Y468 whole entry, looked up): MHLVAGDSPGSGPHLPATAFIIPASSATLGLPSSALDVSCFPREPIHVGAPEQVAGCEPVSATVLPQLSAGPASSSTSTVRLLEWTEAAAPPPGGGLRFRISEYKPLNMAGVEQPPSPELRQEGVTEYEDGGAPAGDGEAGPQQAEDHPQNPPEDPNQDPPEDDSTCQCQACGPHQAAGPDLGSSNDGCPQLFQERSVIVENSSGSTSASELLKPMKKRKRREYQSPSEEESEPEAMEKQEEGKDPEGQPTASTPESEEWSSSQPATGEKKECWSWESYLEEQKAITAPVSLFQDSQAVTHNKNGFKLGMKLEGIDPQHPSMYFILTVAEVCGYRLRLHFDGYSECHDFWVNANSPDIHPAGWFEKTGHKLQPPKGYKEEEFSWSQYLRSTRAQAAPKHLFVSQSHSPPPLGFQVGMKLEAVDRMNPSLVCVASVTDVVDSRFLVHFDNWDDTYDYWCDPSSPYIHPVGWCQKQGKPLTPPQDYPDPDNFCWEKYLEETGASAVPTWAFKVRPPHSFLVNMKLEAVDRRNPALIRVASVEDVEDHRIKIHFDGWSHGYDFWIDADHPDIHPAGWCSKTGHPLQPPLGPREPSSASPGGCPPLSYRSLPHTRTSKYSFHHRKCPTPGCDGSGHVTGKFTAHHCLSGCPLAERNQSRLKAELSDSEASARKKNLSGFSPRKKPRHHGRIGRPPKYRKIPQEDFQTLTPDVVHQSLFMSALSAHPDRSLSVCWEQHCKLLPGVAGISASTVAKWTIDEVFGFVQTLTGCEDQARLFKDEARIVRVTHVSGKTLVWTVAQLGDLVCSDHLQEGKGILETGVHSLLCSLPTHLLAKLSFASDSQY
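First, the protein-peptide complex forms for 30 min at room temperature (L3MBTL1 50 nM, biotinylated H3K9me1 peptide 75 nM). Next, compounds are pin-transferred and incubated 30 min. Finally, AlphaScreen beads are added and read after 30 min.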
TRb SRC2 PPI: disrupts binding of human TR beta to SRC2 | Potency, µM (top dose mostly 106 µM), for the others: at the top dose activity change, negative = inhibition, hits mostly inhibitors | 280,000 compounds, 0.065% hits | TRbeta-SRC2 peptide binding, fluorescence polarization; receptor liganded with 1 µM T3 | P10828;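 also: plate controls were bound peptide for no effect and peptide without receptor for full effect; nearly all actives have a fitted effect of over 50% in size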
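Human TRb ligand-binding domain (0.6 uM) is mixed with 20 nM Texas Red SRC2 peptide and 1 uM T3; after compound addition and 5 hr at ambient temperature, polarization is measured and normalized to unbound and bound controls.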
Tau fluor cs: counter-screen for tau fibril formation inhibitors; tau K18 P301L Alexa594 fluorescence, heparin fibrillization; Potency, µM (top dose mostly 57.7 µM), for inactives: at the top dose activity change, negative = decrease; 280,000 compounds, 0.93% hits; AID 1463; also: % is scaled to controls: 0 for no effect and ±100 for the full control effect; nearly all actives have a fitted effect of over 55% in size
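Human tau K18 P301L (15 uM unlabeled, 0.24 uM Alexa 594-labeled) in 100 mM sodium acetate pH 7 with 20 uM heparin, 6 hr at 37 C. ThT 30 uM added, 1 hr ambient; Alexa 594 FP and total fluorescence read at 555/632 nm.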
RECQ1 helicase: inhibitors of human RECQ1 DNA helicase | P46063 | RECQ1 DNA unwinding, red fluorescence kinetic read | Potency, µM (series often up to 57.3 µM), for the others: at the top dose activity, negative = inhibition, actives largely listed as inhibitors | 240,000 compounds, 0.54% hits | AID 2549;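 also: plate controls were vehicle for no effect and no enzyme for full effect; nearly all actives have a fitted effect of over 30% in size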
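RECQ1T1 50 nM; forked duplex (20 bp + 30-nt ss tails) 200 nM, ATP 2 mM final; pH 8.0, 2 mM MgCl2, 2.5 ug/ml poly(dI-dC); 15 min compound preincubation; discontinuous kinetic read over 2 h at RT.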
An asterisk follows results filed as active; i = inactive; ? = inconclusive; . = no result given; [ ] = another dose, or the depositor's remark. Unless noted, calls follow the shape of the dose curve; as a rule, active = well fitted curve in the direction sought with a large enough effect; inconclusive = small, poorly fitted or top-dose-only effect, or another doubt; inactive = no such curve, though single readings can be large; an effect the other way counts as inactive or inconclusive. Potency is read from the fitted curve at half-maximal effect. A portion of the library; the hit share may differ from the screen's.

Each structure is followed by: TR SRC2 fluor cs	L3MBTL1 block	HTT cytoprotect	RECQ1 helicase	Tau fibril ThT	TRb SRC2 PPI	Tau fluor cs	Tau FP inhib
CC(C)Oc1ccc(CC2CCC(=O)N(C)C2=O)cc1 (stereo unspecified)
 : 0%	8%	-2%[10 µM]	-5%	-6%	2%	-2%	8%
Cc1ccc(C(=O)CCC(=O)N2CCC(C(N)=O)CC2)cc1
 : -4%	-7%	-30%[inhibitor]	2%	-10%	3%	-9%	1%
Cc1ccc(NC(=O)CC2Sc3ccc(C(F)(F)F)cc3NC2=O)cc1 (stereo unspecified)
 : -2%	.	.	.	15%	10%	13%	-11%
CN1C(CC(=O)Nc2ccc(Br)cc2)c2ccccc2CC1(C)C (stereo unspecified)
 : 0%	?	-32%[10 µM]	14%	2%	3%	-6%	-1%
CNC(=S)NNC(=O)c1sccc1OCc1ccc(C)cc1
 : 3%	5%	-7%	-7%	0%	7%	-5%	-4%
C[C@@H]1NC(=O)[C@@H](C)COC(=O)[C@H](C)NC(=O)[C@@H](C)COC1=O
 : 1%[11.2 µM]	.	-173%[inhibitor][10 µM]	1%[11.5 µM]	-3%[11.5 µM]	-2%[11.2 µM]	-4%[11.6 µM]	-7%[11.6 µM]
Clc1ccc(-c2c[n+]3c(n2-c2ccccc2)SCC3)cc1
 : 0%	2%	14%[10 µM]	-9%	0%	-4%	-1%	-8%
Cc1ccc(CS(=O)(=O)Cc2ccc(C(=O)NCc3cccnc3)o2)cc1
 : -1%[53 µM]	5%	-22%	i	1%	-26%[53 µM]	-2%	-11%
CCC(C)NS(=O)(=O)c1ccc(OCC(=O)NCc2ccccn2)cc1 (stereo unspecified)
 : -1%	-3%	3%[10 µM]	-7%	5%	4%	9%	-2%
CCOC(=O)c1c(N)nn(C(=O)c2ccccc2F)c1-c1ccc(OC)cc1
 : 0%	0%	-23%	16%	-16%	7%	?	-11%

The last 3 records of the part before lead into the next.
Each structure is followed by: TR SRC2 fluor cs	L3MBTL1 block	HTT cytoprotect	RECQ1 helicase	Tau fibril ThT	TRb SRC2 PPI	Tau fluor cs	Tau FP inhib
Cc1ccc(CS(=O)(=O)Cc2ccc(C(=O)NCc3cccnc3)o2)cc1
 : -1%[53 µM]	5%	-22%	i	1%	-26%[53 µM]	-2%	-11%
CCC(C)NS(=O)(=O)c1ccc(OCC(=O)NCc2ccccn2)cc1 (stereo unspecified)
 : -1%	-3%	3%[10 µM]	-7%	5%	4%	9%	-2%
CCOC(=O)c1c(N)nn(C(=O)c2ccccc2F)c1-c1ccc(OC)cc1
 : 0%	0%	-23%	16%	-16%	7%	?	-11%
O=C(C1CC1)N1CCc2cc(Br)cc(S(=O)(=O)N3CCOCC3)c21
 : 0%	7%	-4%[10 µM]	?	2%	-2%	2%	11%
Nn1c(SCC(=O)Nc2ccc3c(c2)OCO3)nnc1-c1cccc(Cl)c1
 : 1%	8%	-15%	1%	?	-7%	-18%	-14%
COc1ccc(OC)c(NC(=O)CC2C(=O)NCCN2C(=O)Nc2cccc(Cl)c2)c1 (stereo unspecified)
 : 0%	.	-15%	-12%	-7%	-5%	-23%	4%
N#Cc1ccc(CSC2=NCCN2)cc1
 : 1%	.	-18%	-7%	?	3%	1%	-9%
O=c1c2ccccc2nc2ccc(N3CCOCC3)nn12
 : 2%	8%	-55%[inhibitor]	i	-6%	0%	0%	1%
Cc1cccc(C)c1-n1c(C)nn(CC#N)c1=O
 : -7%	-3%[11.4 µM]	-39%[inhibitor]	-4%	-3%	-4%	3%	-4%
Cc1nnc(NC(=O)CC(CN(C)S(=O)(=O)c2ccccc2)c2ccccc2)s1 (stereo unspecified)
 : -6%	.	-23%	-6%	-10%	-6%	-13%	13%
CCN1CCN(Cc2cc(=O)oc3ccc(C)cc23)CC1
 : 1%	-5%	11%[10 µM]	0%	-14%	3%	-10%	-4%
O=C(NCCCN1CCOCC1)C(C(=O)NCCCN1CCOCC1)c1ncc(C(F)(F)F)cc1Cl
 : -3%	-1%[11.4 µM]	-14%	i	8%	-4%	8%	-1%
CCOc1ccc(-c2nonc2NC(=O)c2oc3c(C)c(C)ccc3c2C)cc1OCC
 : -12%	.	.	.	2%	-1%	-18%	-8%
CC1CCC(N2CCN(S(C)(=O)=O)CC2)CC1 (stereo unspecified)
 : 0%	.	7%[10 µM]	i	-14%	-8%	-10%	-12%
CN1CCN(C(=O)CSc2nc(-c3ccncc3)ccc2C#N)CC1
 : -5%	3%	-17%	i	-1%	-2%	1%	5%
CCOC(=O)C1=C(C)NC(=O)NC1c1ccc(N(C)C)cc1 (stereo unspecified)
 : 1%	-5%	-1%	i	-9%	8%	-9%	-3%
COCCNC(=S)N(Cc1cccs1)Cc1cc2cccc(C)c2[nH]c1=O
 : 1%	44%[activator]	-9%[10 µM]	-3%	0%	-11%	-6%	-5%
COc1ccc(NC(=S)NC2CCCCC2)c(OC)c1
 : -1%	-12%	-7%[10 µM]	-7%	-6%	-1%	-9%	8%
O=C(Cn1ncc2c1-c1ccccc1OC2)Nc1ccc(Cl)cn1
 : 1%	1%	-6%	i	9%	-13%	-9%	-9%
CC(=O)Nc1ccc(S(=O)(=O)Nc2nc(-c3ccc(C(C)(C)C)cc3)cs2)cc1
 : -8%	-12%	-5%[10 µM]	-4%	?	3%	?	2%
Cc1ccc(N(C(=O)Nc2ccccc2)C2=NCCC2)cc1
 : -7%	23%	-26%[10 µM]	-19%	-14%	-8%	-8%	-4%
Cc1cc(OCCCC(=O)NC2=NCCS2)ccc1Cl
 : 2%	.	0%	i	-14%	-5%	-16%	3%
Cn1ncc2c1ncn1nc(CCc3ccccc3)nc21
 : -3%	-4%	-21%[0.074 µM]	-3%	-11%	-2%	-2%	2%

Of the compounds above, three have fluorine.
Each structure is followed by: TR SRC2 fluor cs	L3MBTL1 block	HTT cytoprotect	RECQ1 helicase	Tau fibril ThT	TRb SRC2 PPI	Tau fluor cs	Tau FP inhib
Cc1ccc(NC(=O)CC2Sc3ccc(C(F)(F)F)cc3NC2=O)cc1 (stereo unspecified)
 : -2%	.	.	.	15%	10%	13%	-11%
CCOC(=O)c1c(N)nn(C(=O)c2ccccc2F)c1-c1ccc(OC)cc1
 : 0%	0%	-23%	16%	-16%	7%	?	-11%
O=C(NCCCN1CCOCC1)C(C(=O)NCCCN1CCOCC1)c1ncc(C(F)(F)F)cc1Cl
 : -3%	-1%[11.4 µM]	-14%	i	8%	-4%	8%	-1%

(next part)
Each structure is followed by: TR SRC2 fluor cs	L3MBTL1 block	HTT cytoprotect	RECQ1 helicase	Tau fibril ThT	TRb SRC2 PPI	Tau fluor cs	Tau FP inhib
COc1cccc(OCCn2c(-c3ccc(Br)cc3)nc3ccccc3c2=O)c1
 : -2%	.	.	.	-5%	4%	-12%	-3%
CCCc1cc(=O)[nH]c(SCCN2C(=O)c3ccccc3C2=O)n1
 : -1%	5%	12%[10 µM]	-4%	-2%	-3%	-1%	2%
COc1ccc(CCNC(=O)Cn2ccc3c(OC)cccc3c2=O)cc1OC
 : -1%	-2%	-21%[10 µM]	11%	-3%	-5%	0%	-5%
Cc1ccc(O)c(/C=N/NC(=O)C2=NNC(c3ccccc3)(c3ccccc3)C2)c1
 : 3%	-12%	3%[10 µM]	i	?	-17%	-20%	-13%
CCOc1ccc(=O)n(-c2ccccc2)n1
 : -6%	4%	23%[10 µM]	i	-6%	-1%	-10%	0%
CCOC(=O)c1c(C)[nH]c(C(=O)NNC(=O)c2ccc(C(C)(C)C)cc2)c1C
 : 0%	0%	-18%[10 µM]	-7%	?	12%	-9%	5%
COc1ccc(-c2csc(NC(C)=O)n2)cc1OC
 : -6%	.	-10%	i	-13%	-2%	-9%	-10%
Cc1ccccc1C(=O)NCCN=C1NS(=O)(=O)c2ccccc21
 : -1%	6%	-12%	-6%	0%	-3%	1%	-2%

Four compounds already listed, ordered by number of heavy atoms, highest first:
Each structure is followed by: TR SRC2 fluor cs	L3MBTL1 block	HTT cytoprotect	RECQ1 helicase	Tau fibril ThT	TRb SRC2 PPI	Tau fluor cs	Tau FP inhib
COc1cccc(OCCn2c(-c3ccc(Br)cc3)nc3ccccc3c2=O)c1
 : -2%	.	.	.	-5%	4%	-12%	-3%
CCCc1cc(=O)[nH]c(SCCN2C(=O)c3ccccc3C2=O)n1
 : -1%	5%	12%[10 µM]	-4%	-2%	-3%	-1%	2%
COc1ccc(-c2csc(NC(C)=O)n2)cc1OC
 : -6%	.	-10%	i	-13%	-2%	-9%	-10%
CCOc1ccc(=O)n(-c2ccccc2)n1
 : -6%	4%	23%[10 µM]	i	-6%	-1%	-10%	0%
